KDM5B inh: Primary screen for KDM5B Histone Demethylases FDH-coupled qHTS; KDM5B demethylase, FDH-coupled NADH fluorescence (FDH is formaldehyde dehydrogenase); Potency, µM (highest dose often 57.7 µM), for inactives: top-dose activity change, negative = inhibition, most hits filed as inhibitors; Lysine-specific demethylase 5B (Homo sapiens), Q9UGL1; AID 1347165, 2019; 220,000 compounds, 2.6% hits; active means well fitted inhibition curve with a large enough effect; inconclusive means small, poorly fitted or top-dose-only effect; inactive means no such curve, though single readings can be large or run the other way; further: 0% is about no effect; nearly all actives have a fitted effect of over 70% in size
Target sequence (Q9UGL1 whole entry, looked up): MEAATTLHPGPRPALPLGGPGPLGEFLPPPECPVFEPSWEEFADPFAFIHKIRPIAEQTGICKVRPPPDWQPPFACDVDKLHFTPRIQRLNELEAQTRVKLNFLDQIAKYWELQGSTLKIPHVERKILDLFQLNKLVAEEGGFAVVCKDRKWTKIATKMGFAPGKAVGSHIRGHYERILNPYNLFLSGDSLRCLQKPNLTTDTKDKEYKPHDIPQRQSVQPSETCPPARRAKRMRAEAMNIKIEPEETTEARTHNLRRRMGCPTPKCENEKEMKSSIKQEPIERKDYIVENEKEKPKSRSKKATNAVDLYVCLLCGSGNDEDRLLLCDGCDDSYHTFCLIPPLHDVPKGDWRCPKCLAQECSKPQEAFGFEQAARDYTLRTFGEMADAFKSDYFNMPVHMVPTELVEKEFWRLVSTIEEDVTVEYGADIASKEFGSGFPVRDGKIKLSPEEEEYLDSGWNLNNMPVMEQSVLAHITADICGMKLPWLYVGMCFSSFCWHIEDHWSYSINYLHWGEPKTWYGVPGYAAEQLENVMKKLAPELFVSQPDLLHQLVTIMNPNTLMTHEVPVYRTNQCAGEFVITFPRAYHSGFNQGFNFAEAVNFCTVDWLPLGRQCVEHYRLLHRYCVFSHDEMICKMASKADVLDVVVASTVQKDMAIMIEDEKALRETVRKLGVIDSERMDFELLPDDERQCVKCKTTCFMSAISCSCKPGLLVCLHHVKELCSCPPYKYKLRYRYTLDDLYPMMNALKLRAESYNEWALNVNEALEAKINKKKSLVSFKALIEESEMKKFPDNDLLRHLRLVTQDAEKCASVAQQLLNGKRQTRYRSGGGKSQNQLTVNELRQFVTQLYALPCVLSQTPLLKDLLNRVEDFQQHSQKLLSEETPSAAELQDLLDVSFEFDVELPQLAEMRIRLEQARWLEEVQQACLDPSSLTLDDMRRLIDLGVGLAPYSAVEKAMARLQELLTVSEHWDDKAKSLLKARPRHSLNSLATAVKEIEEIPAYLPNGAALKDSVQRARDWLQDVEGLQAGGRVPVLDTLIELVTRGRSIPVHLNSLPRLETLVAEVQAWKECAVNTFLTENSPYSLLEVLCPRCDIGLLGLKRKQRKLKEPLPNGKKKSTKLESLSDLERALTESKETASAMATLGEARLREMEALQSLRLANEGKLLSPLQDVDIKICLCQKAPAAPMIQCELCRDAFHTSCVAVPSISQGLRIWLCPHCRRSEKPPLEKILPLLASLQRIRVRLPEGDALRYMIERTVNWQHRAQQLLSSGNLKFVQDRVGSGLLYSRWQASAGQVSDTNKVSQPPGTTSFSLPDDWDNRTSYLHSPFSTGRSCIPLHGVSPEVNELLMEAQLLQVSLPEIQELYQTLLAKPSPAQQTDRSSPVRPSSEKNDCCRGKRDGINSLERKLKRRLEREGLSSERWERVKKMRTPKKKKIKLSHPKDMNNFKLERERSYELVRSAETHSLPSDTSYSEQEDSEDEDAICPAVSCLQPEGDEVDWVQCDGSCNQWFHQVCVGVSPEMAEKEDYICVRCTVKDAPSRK
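Compound dilutions met 200 nM (final) KDM5BΔAP for 10 min at room temperature before substrate addition. The substrate mix held 12.5 µM H3K4me3 with cofactors 25 µM α-ketoglutarate and 50 µM Fe²⁺. NADH signal gain over 30 min defined activity.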
* = called active by the depositor; ? = inconclusive; [ ] = remark or other dose. Potency means the concentration at half of the fitted maximal effect. A portion of the library, so the mix of outcomes need not match the whole.

SMILES	KDM5B inh
O=C(/C=C/c1ccc(F)cc1)c1cc2ccccc2oc1=O	-22%
O=C(NC1CCCCC1)[C@@H]1C[C@@H](O)CN1C1CCN(C(=O)c2n[nH]c3ccccc23)CC1	6%
COc1ccc(-n2c(SCC(=O)NC3CC3)nc3ccccc3c2=O)cc1OC	33%
Cc1noc(C)c1CN1CCCC(COc2ccccc2C(=O)N2CCC(C)CC2)C1 (stereo not drawn)	-5%
Fc1ccccc1N1CCN(c2ncnc3nc[nH]c23)CC1	9%
Cc1nn(CC(=O)Nc2cccc(C(F)(F)F)c2)c(=O)c2nn(-c3ccccc3)c(C)c12	-2%
COCC(=O)Nc1c(C(=O)OC)n(CCCc2ccccc2)c2ncc(NC(C)CCO)cc12 (stereo not drawn)	?
O=C(NCCO)c1nc(-c2ccc(COc3ccc4c(c3)OCO4)cc2)no1	9%
Cc1ccc(CCNC(=O)C2CCN(c3cc(C(F)(F)F)ncn3)CC2)cc1	-26%
Cc1c(F)cccc1NS(=O)(=O)c1ccc2c(c1)n(C)c(=O)c(=O)n2C	0%
CC(=O)N1CCN(C(=O)CCC(=O)N2CCC(c3noc4cc(F)ccc34)CC2)CC1	12%
CC(C)OC(=O)c1ccc(NC(=O)CSc2cn[nH]c(=O)n2)cc1	?
CNC(=O)[C@@H]1C[C@H](Oc2ccccc2)CN1C(=O)c1ccc(OC)nc1OC	-20%
O=C1CCN(C(=O)c2ccccc2)CCCC(C(=O)NCCCN2CCCC2)CCN1 (stereo not drawn)	12%
COc1ccc(C(=O)/C(C#N)=C\c2ccccc2OC(F)F)cc1	-25%
O=C1CC(c2ccccc2F)c2ncn(-c3ccccc3F)c2N1 (stereo not drawn)	?
COc1ccc(Cl)cc1NC(=O)c1cc(C)nc2c1c(C)nn2-c1ccccc1	-10%
COc1ccc(-c2nc(C(C)C)nc3c2CCN(C(=O)Nc2ccccc2)CC3)cc1	-9%
Cc1ccc2scc(N3CCC(C)CC3)c(=O)c2c1	?
CNC(=O)CN(C)C(=O)c1cc2c(s1)CCN(C(=O)c1ccc(Cl)cc1)C2	31%[activator]
CCCN(CC1CCOC1)S(=O)(=O)c1ccc2c(c1)OCCO2 (stereo not drawn)	16%
O=C(CCn1nnc2ccccc21)N1CCc2c(ncnc2N2CCOCC2)C1	-20%
CN(Cc1ccccc1)C(=O)CN1C(=O)CSc2ccc(S(=O)(=O)N3CCOCC3)cc21	-28%
Cc1c2cnn(-c3ccccc3)c(=O)c2c(C)n1CCCC(=O)Nc1cccc(F)c1	?
CCCCNC(=O)CCn1nc(-c2ccc(Cl)cc2)c2ccccc2c1=O	14%[11.5 µM]

(further entries)
SMILES	KDM5B inh
CC1=NS(=O)(=O)N(C)C=C1C(=O)OCc1nc(Cc2cccc(C)c2)no1	0%
O=C1CC(C(=O)Nc2ccc(F)cc2)c2ccc(F)cc2N1 (stereo not drawn)	6%
C=CCNC(=O)C[C@@H]1CCN(S(=O)(=O)c2ccc(OC)cc2)C[C@@H]1CC	-11%[86.2 µM]
CC(C)(C)NC(NC(=O)c1ccccc1Cl)C(Cl)(Cl)Cl (stereo not drawn)	10%
NC(=O)c1ccc(CN(Cc2cccs2)C2CC2)cc1	-16%
COc1ccc2c(-c3cc4cc(Cl)ccc4o3)cc(=O)oc2c1	18%
COCCCN1C(=O)c2ccc(C(=O)NCCc3ccccc3)cc2C1=O	21%
CCOc1ccc(C(=O)NCCn2cc(SCC(=O)Nc3ccccc3)c3ccccc32)cc1	-53%
CCN1CCN(c2nc(N(C)c3ccccc3)nc(N)c2[N+](=O)[O-])CC1	4%
COc1ccc(Cl)cc1C(=O)O/N=C(\N)c1ccncc1	16%
CCc1nn2c(=O)c(S(=O)(=O)Nc3ccc(Br)cc3F)c(C)nc2s1	10%
Cc1ccc(C(=O)Nc2c(C)nc3ccccn3c2=O)cc1C	?
COc1ccccc1N1CCN(C(=O)C2CC2)CC1	33%
O=C(CCc1ncc(-c2ccccc2F)o1)N1CCN(S(=O)(=O)c2ccc(F)c(Cl)c2)CC1	5%
CCc1ccc(NC(=O)N(Cc2c[nH]c3ccccc23)C2CCCCCC2)cc1	-1%
COCCC(=O)N1CC[C@H]2COC(=O)N2c2cc(F)ccc2C1	-5%[86.2 µM]
CCN(C(=O)CSC1CCCC1)C1CCCCC1	19%
Cc1nn(Cc2ccccc2)c(C)c1CNS(=O)(=O)c1cccc(C#N)c1	1%
O=C(CC1=C2CCCCC2N(Cc2ccccc2)C1=O)NC1CC1 (stereo not drawn)	-18%
CN(C)c1cccc(-c2cnc(NC(=O)c3ccncc3)c3c2CCO3)c1	-12%[86.2 µM]
CC(C)CCN1CCC(N2CCN(S(=O)(=O)c3ccc4c(c3)CCC4)CC2)C1=O (stereo not drawn)	14%
CCOc1ccccc1NC(=O)CSc1nc2c(oc3ccccc32)c(=O)n1-c1ccc(C)c(C)c1	-37%
O=C(NCCNC(=O)c1cc2ccccc2[nH]1)C(=O)NC1CCCCCC1	6%
CC(=O)N1CCCC2(C1)CN(C)c1ccc(C(=O)NCC(F)(F)F)cc12 (stereo not drawn)	?
CN(C)c1ccc(C(=O)Nc2cnc3ccccc3c2)cc1	-32%

Next compounds
SMILES	KDM5B inh
O=C(Nc1ccccc1C(=O)OCc1cc(=O)n2ccsc2n1)c1ccc(Cl)cc1	-12%
Cc1ccc(NC(=O)Cn2nc3c(cc2=O)CCCC3)cc1Cl	-2%
O=C1NCCCCCCN[C@H]2C[C@H](c3nc(-c4cccnc4)no3)C[C@@H]12	-14%
O=C(c1ccc(Br)o1)N1CCN(C2CCN(Cc3ccccn3)C2=O)CC1 (stereo not drawn)	-12%
CCOc1ccccc1C(=O)N(Cc1cc(OC)c(OC)c(OC)c1)C1CCS(=O)(=O)C1 (stereo not drawn)	8%
S=c1[nH]c2ccccc2c2ccccc12	-23%
CCCC(=O)N1CCN(c2nc(-c3ccco3)c3c(c2C#N)CCCC3)CC1	?
O=C(CCCNC(=O)c1ccc(Cl)cc1)Nc1ccc(S(=O)(=O)Nc2ncccn2)cc1	21%
Cc1cc(C)cc(NC(=O)c2cnn(-c3ccc(C)c(C)c3)c2C2CCNCC2)c1	-23%
COc1cccc(C(=O)NCC(=O)OCc2cc(=O)n3ccsc3n2)c1	?
Cc1c(C(=O)CN2CCCCC2)c2ccccc2n1C	0%
COc1ccc(CNC(=O)Cc2ccc(NC(=O)N3CCSc4ncccc43)cc2)cc1	?
CN1C[C@H](C(=O)NCc2ccncc2)C[C@H]1c1cccc(C(F)(F)F)c1	-14%[86.2 µM]
CC(=O)N1c2ccc(S(=O)(=O)NCCC(=O)N(C)Cc3ccccc3)cc2CC1C (stereo not drawn)	19%
O=C(N[C@@H]1CCOC[C@H]1OCCO)c1ccc(CN2CCCCCC2)cc1	?
O=C(CSc1nc2cc(Cl)ccc2o1)NCc1ccco1	?
CC(C)C(=O)N1CCC2(CC1)OCC(C(=O)N1CCCC1)N2C(=O)c1ccccc1 (stereo not drawn)	-20%
CC(C)Cc1cc(C(=O)N2CCC3(CC2)Nc2ccccc2NC3=O)n[nH]1	?
Cc1ccc(C(=O)NCC(c2ccco2)S(=O)(=O)c2ccc(Cl)cc2)cc1C (stereo not drawn)	-21%
Cc1occc1-c1nnc(SCC(=O)N2CCCCC2)o1	-5%
c1ccc(COc2ccc(CNc3ccc(Oc4ccccc4)cc3)cc2)cc1	1%
O=C(NCC1CCCO1)c1cc2c(=O)[nH]c(-c3ccccc3)cn2n1 (stereo not drawn)	22µM*
CCOC(=O)c1ccc(NC(=O)C2CC(=O)N(c3n[nH]c4ccccc34)C2)cc1 (stereo not drawn)	28µM*
C[C@@H](NC(=O)C1=C[C@@H](NC(=O)c2cccs2)[C@@H](O)[C@H](O)C1)C(N)=O	1%[86.2 µM]
O=C(NCCS(=O)(=O)N1CCN(c2ccc(F)cc2)CC1)C1CC(=O)N(c2ccc(F)cc2)C1 (stereo not drawn)	-3%

Later entries
SMILES	KDM5B inh
CC1(C)CC(N(Cc2ccc(F)cc2)C(=O)c2ccc(F)cc2)CCO1 (stereo not drawn)	29%
Cc1noc(-c2ccc(OC3CN(C(=O)Cc4ccccc4)C3)cc2)n1	10%
COc1ccc(CNC(=O)Nc2ccc3c(c2)N(C)C(=O)c2ccccc2S3)cc1	-46%
Cc1cccc(N(C)S(=O)(=O)c2cc(-c3cc(C)no3)ccc2C(C)C)c1	-6%
CCN(CC(=O)NC(C)C)C(=O)c1cc(C(C)C)nc2ccccc12	-4%
COCCOC1CCOC2(CCN(C(=O)C3(c4ccccc4)CC3)CC2)C1 (stereo not drawn)	-25%
COc1cccc(-c2ccccc2NC(=O)C2CCN(C/C(C)=C/c3ccccc3)CC2)c1	?
CC(=O)c1ccc(N2CCN(CCS(=O)(=O)c3ccc(Br)cc3)CC2)cc1	-23%
Cc1ccc(NC(=O)COc2ccc(/C=C(/C#N)C(=O)N3CCOCC3)cc2)cc1	?
O=C(CCC1CCCCC1)NCCc1cccnc1	-5%
CCOc1ccc(CC(=O)N2CCC(Cc3nc(C(C)C)no3)CC2)cc1	-26%
O=C(C1=C(O)C(=O)N(CCCn2ccnc2)C1c1ccc(F)cc1)c1ccco1 (stereo not drawn)	12%
CCOC(=O)CN1C(=O)c2ccccc2Sc2ncccc21	-2%
COc1ccc(-c2cc(N3CCCC(NC(=O)c4cccc(C#N)c4)C3)n[nH]2)cc1 (stereo not drawn)	?
CSc1ccccc1NC(=O)c1ccc(F)cc1F	16%
CCOc1ccc(NC(=O)CSc2nc3c(c(=O)[nH]2)CCCC3)cc1	?
CCOC(=O)CSc1nc2sc3c(c2c(=O)n1Cc1ccccc1)CC(C)CC3 (stereo not drawn)	2%
CCCCn1c(NCCC)nc2c1c(=O)[nH]c(=O)n2C	1%
O=C(NCC1CCCO1)c1ccc(NS(=O)(=O)c2cccs2)cc1 (stereo not drawn)	-15%
CC(C)CNC1CS(=O)(=O)CC1O (stereo not drawn)	35%
Cc1ccc(-c2ccc(CCC(=O)O)n2-c2cccc(O)c2)cc1	?
COc1cc(NC(=O)c2ccc3c(Cl)c4c(nc3c2)CCC4)cc(OC)c1OC	?
Cn1nccc1C(=O)N1CCC(F)(c2nc(-c3ccccc3)no2)CC1	-15%
CCOc1nccn2c(-c3ccc(CNc4ccc(OC)nc4)cc3)cnc12	?
CCCn1nnc(NC(=S)NC(=O)c2ccc(-c3ccc(Br)cc3)o2)n1	-3%

Continuation.
SMILES	KDM5B inh
Cc1cccc(-n2ncc(C(=O)N3CCN(Cc4ccccc4)CC3)c2C2CCN(C(=O)OC(C)(C)C)CC2)c1	-14%
COc1ccc(OC)c(CNC(=O)c2ccc(C)c(NC(=O)c3nsc4ccccc34)c2)c1	-13%
CN1Cc2cccn2CC1CNC(=O)c1cc(CN2CCOCC2)on1 (stereo not drawn)	18µM*
Cc1c(NC(=O)CN(c2cc(Cl)ccc2Cl)S(C)(=O)=O)c(=O)n(-c2ccccc2)n1C	6%
CCN(CC)c1ccc(/C=N/N(c2ccccc2)c2ccccc2)cc1	-8%
CC(=O)c1ccc(NC(=O)N[C@H]2CCN3C(=O)[C@@H](Cc4ccccc4)NC(=O)[C@H]23)cc1	-29%[86.2 µM]
O=C(NCCCNC(=O)c1nc2ccccc2c(=O)[nH]1)c1cccnc1	1%
COc1ccc(NC(=O)CN2C(=O)NC3(CCCC3)C2=O)cc1	26%
Cc1cc(N/N=C/c2ccc(F)cc2)nc(-n2nc(C)cc2C)n1	38%[activator]
O=C(OCCOC(=O)c1cccs1)c1cccs1	-20%
O=C(NCCc1nc(-c2cccnc2)no1)C1CC2(CCNCC2)CN1 (stereo not drawn)	-10%
COC1C(=O)N(C2CCN(S(=O)(=O)c3c(C)nn(C)c3C)CC2)C12CCOCC2 (stereo not drawn)	2%
Cc1cccc(CC(=O)N2CCCN(c3cc(-c4ccc(Cl)cc4)[nH]n3)CC2)c1	?
O=C(c1nc(-c2ccc(F)cc2)c2cnccn12)N1CCOCC1	40µM*
O=C(NCc1ccccc1)c1nc(S(=O)(=O)Cc2ccc(F)cc2)ncc1Cl	?
Cc1ccc(-n2cccc2CC(=O)N2CCCC2)cc1	?

Among those listed so far, these have an NH in an aromatic ring:
SMILES	KDM5B inh
O=C(NC1CCCCC1)[C@@H]1C[C@@H](O)CN1C1CCN(C(=O)c2n[nH]c3ccccc23)CC1	6%
Fc1ccccc1N1CCN(c2ncnc3nc[nH]c23)CC1	9%
CC(C)OC(=O)c1ccc(NC(=O)CSc2cn[nH]c(=O)n2)cc1	?
CCc1ccc(NC(=O)N(Cc2c[nH]c3ccccc23)C2CCCCCC2)cc1	-1%
O=C(NCCNC(=O)c1cc2ccccc2[nH]1)C(=O)NC1CCCCCC1	6%
S=c1[nH]c2ccccc2c2ccccc12	-23%
CC(C)Cc1cc(C(=O)N2CCC3(CC2)Nc2ccccc2NC3=O)n[nH]1	?
O=C(NCC1CCCO1)c1cc2c(=O)[nH]c(-c3ccccc3)cn2n1 (stereo not drawn)	22µM*
CCOC(=O)c1ccc(NC(=O)C2CC(=O)N(c3n[nH]c4ccccc34)C2)cc1 (stereo not drawn)	28µM*
COc1ccc(-c2cc(N3CCCC(NC(=O)c4cccc(C#N)c4)C3)n[nH]2)cc1 (stereo not drawn)	?
CCOc1ccc(NC(=O)CSc2nc3c(c(=O)[nH]2)CCCC3)cc1	?
CCCCn1c(NCCC)nc2c1c(=O)[nH]c(=O)n2C	1%
O=C(NCCCNC(=O)c1nc2ccccc2c(=O)[nH]1)c1cccnc1	1%
Cc1cccc(CC(=O)N2CCCN(c3cc(-c4ccc(Cl)cc4)[nH]n3)CC2)c1	?

Compound activity as filed in PubChem BioAssay.
